# Assay outcomes (PubChem BioAssay)
# thrombin 1536 – blocks human thrombin protease activity; P00734; alpha-thrombin, Boc-VPR-AMC fluorogenic substrate cleavage; inhibition, % at 5 µM; 220,000 tested, 0.26% active; AID 1046;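 active = inhibition at or above 40%; inactive = inhibition below 40%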;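 note: 0% = enzyme with no compound and 100% = wells without enzyme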
#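 System: Human alpha-thrombin protein | Medium: pH 7.5 Tris (50 mM) with NaCl 150 mM, Tween 20 0.05% | Times: Enzyme reaction carried out at room temperature | Detection: AMC fluorescence, 355/460 nm | Evaluation: Percent inhibition scaled between no-compound controls and no-enzyme blanks | Benchmarks: Enzyme without compound as high, wells lacking enzyme as low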
# Cl transport mod – modulates chloride dependent transport by human KCC2. Q9H2X9. KCC2 cells, thallium flux FluoZin-2 fluorescence. B-score of Tl+ flux slope (higher = more flux/activation; lower = inhibition) at 10 µM. 190,000 tested, 2.2% active. AID 1456;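 active = thallium flux slope and its plate-corrected score both differing from the plate sample mean at a set confidence after two filtering rounds, in either direction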;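 note: slope of fluorescence scaled to starting intensity during 10 to 20 s after thallium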
# Furin inhibitor – human furin inhibition | purified furin, fluorogenic substrate cleavage | inhibition, % at 30 µM | 220,000 tested, 0.061% active | AID 463115; in the data active = inhibition above about 25%; note: inactives centre near -15
# Rad51 HR inh – Rad51 (human) homologous recombination inhibition; AID 1385; Q06609; 200,000 tested, 0.085% active; inhibition, % at 10 µM; hRad51 DNA strand exchange, fluorescence dequenching;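 active = inhibition above 40% at the single screening dose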;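 note: 0% = DMSO control wells and 100% = blanks with heterologous ssDNA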
#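 material = hRad51 filaments on single-stranded DNA | reagent = Donor/quencher-labelled 47-bp dsDNA substrate | compound = 10 µM final, single point | schedule = strand-exchange reaction 15 min at room temperature | measured by = fluorescein emission 520 nm, excitation 485 nm | read-out basis = % inhibition versus plate control and blank means | benchmarks = plate controls and plate blanks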
# KLK5 inh – blocks human kallikrein 5 protease activity | Q9Y337 | recombinant hK5, fluorogenic AMC substrate cleavage | inhibition, % at 5 µM | 210,000 tested, 0.59% active;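 active = inhibition of 40% or more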;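 note: 0% = enzyme controls without compound and 100% = no-enzyme blanks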
# eIF4E-4G inh – blocks eIF4E binding to eIF4G. P63073+Q04637. TR-FRET eIF4E-eIF4GI(517-606) binding, 2 h. inhibition, % at 21.7 µM. 220,000 tested, 0.37% active. AID 782;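 note: 0% = full FRET control wells and 100% = background wells lacking eIF4GI fragment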
# EBV gp42 inh – blocks Epstein-Barr virus glycoprotein 42 binding; Q1HVG2; Fluorescence polarization binding assay, mP read-out; inhibition, % (tested at 21.74 µM); 220,000 tested, 0.42% active; in the data active = inhibition above about 50%
# NCF1 inh – p47phox (human) inhibition; 220,000 tested, 0.53% active; p47phox/p22phox peptide binding, fluorescence polarization, 2 h; AID 1274; inhibition, % at 24.7 µM; P14598;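 note: 0% = p47phox with labelled peptide and 100% = labelled peptide alone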
# 14-3-3 Bad inh – disrupts binding of bovine 14-3-3 zeta to phospho-Bad peptide. P63103. TR-FRET 14-3-3zeta/Dy647-pBad peptide displacement, 1 h. inhibition, % at 21.7 µM. 220,000 tested, 0.71% active. AID 781;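 active = inhibition above about 70%, limit read from the data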;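 note: 0% = full 14-3-3 plus peptide FRET controls and 100% = background without 14-3-3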
# * marks the source's active call; other numbers are inactive results; nt = no result given; [ ] = another dose, or the depositor's remark.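 Rule for the calls, unless noted: active = inhibition above about 30% (limit read from the data); inactive = the rest.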
SMILES,thrombin 1536,Cl transport mod,Furin inhibitor,Rad51 HR inh,KLK5 inh,eIF4E-4G inh,EBV gp42 inh,NCF1 inh,14-3-3 Bad inh
CN=Cc1nc(-c2ccccc2)oc1O,5,0.89,4[20 µM],7,1,1,-3,5,-7
COc1cc(C(=O)NCC(c2cccnc2)N2CCN(C)CC2)cc(OC)c1OC (stereo not drawn),-2,nt,-4,-5,1,7[fluorescence artefact?],3,-4,17[fluorescence artefact?]
CC(=O)NS(=O)(=O)c1ccc(N=c2ssc3c2-c2ccc(C)cc2NC3(C)C)cc1,3,-2.7,-12,6,-1,6,-17,1,-1
O=S1(=O)CC(N2CCOCC2)c2ccccc21 (stereo not drawn),-3,1,5[20 µM],8,-12,-8,-5,-5,6
O=[N+]([O-])c1ccc(Cl)c(C2Nc3cccc4cccc(c34)N2)c1,-11,-0.15,-18[20 µM],5,-16,-10,3,-4,-18
CCOC(=O)C1CCCN(CC(=O)Nc2c(C(=O)OC)[nH]c3ccccc23)C1 (stereo not drawn),-12,-0.97,-24,-1,-3,-3,-20,-19,-2
CCOCCCn1c(C)nc2c[n+](CC(=O)c3ccc4ccccc4c3)cc(Br)c21,-13,1.7,-23,nt,0,4,-6,0,1
C=CCn1c(SCC(O)Cn2c3ccccc3c3ccccc32)nnc1-c1ccco1 (stereo not drawn),3,-1.5,-12,2,-4,-16,-1,-9,2
N#Cc1cc2ccccc2nc1SCC(=O)Nc1ccccc1N1CCOCC1,5,nt,-21,nt,4,-17,-14,-7,-10[fluorescence artefact?]
CCCCNC(=O)c1nnn(-c2ccccc2)c1N,6,0.54,-27[20 µM],-1,7,-2,-22,1,-7
c1coc(CNc2nc3ccccc3n2CCN2CCOCC2)c1,-5,0.34,-3[20 µM],6,5,8[fluorescence artefact?],-11,-13,-1[fluorescence artefact?]
CCSc1nnc2c(n1)OC(c1ccc(C(=O)O)cc1)N(C(C)=O)c1ccccc1-2 (stereo not drawn),0,nt,-9,-1,-22,0,-13,-7,3
Cc1cc2nc(C3CCN(Cc4nnnn4Cc4ccccc4)CC3)[nH]c2cc1C,1,nt,-12,1,-3,0,0,-14,57[fluorescence artefact?]
Cc1ccc(NC(=O)CO/N=C(\N)c2nonc2N)cc1C,-8,0.44,-5,3,-7,1[fluorescence artefact?],10,-2,4[fluorescence artefact?]
O=C(O)c1sc2cc(C(F)(F)F)cnc2c1-c1ccccn1,-8,0.54,-19,1,-5,-3,-6,-1,6
CCCCNC(=O)C1CC(c2cccc([N+](=O)[O-])c2)=NO1 (stereo not drawn),-7,-0.31,-21[20 µM],-8,-4,4,-3,-2,5
O=C(CCN1C(=O)/C(=C\c2ccccc2Cl)SC1=S)N1CCN(c2ccccc2)CC1,2,nt,-14,-11,-15,2,-19,-15,13
Cc1ccc(S(=O)(=O)N2CCOCC2)cc1C(=O)NCc1ccc2c(c1)OCO2,-7,-0.74,-5[20 µM],-4,-2,-4[fluorescence artefact?],-2,-9,5
COc1ccccc1N(C)S(=O)(=O)c1ccc(C(=O)N(CC(N)=O)C(C)C)cc1,-20,0.32,-12[20 µM],-9,-6,3,-18,-8,7
COc1ccc(S(=O)(=O)Nc2cc([N+](=O)[O-])ccc2OC)cc1,5,0.02,-4,-2,-22,-1[fluorescence artefact?],-16,-15,-10[fluorescence artefact?]
Cc1cc(C)c(NC(=O)C2CC(=O)N(Cc3ccccc3)C2)c(C)c1 (stereo not drawn),-8,0.66,-13,1,-3,-4,-5,-1,-2
CCOc1cc(C(=O)NCCN2CCOCC2)cc(OCC)c1OCC,-3,-0.029,-14[20 µM],-7,-1,2,-11,-8,15
NNc1ncnc2c1cnn2-c1ccccc1,-12,-0.3,-2[20 µM],-4,-32,-4,-16,-2,0
COc1ccc(S(=O)(=O)N2CN(CCc3ccc(OC)c(OC)c3)c3nc4ccccc4nc32)cc1,-2,-0.48,-15,2,-5,-3,5,1,8
CC(=O)c1c(C)n(CCO)c2ccc(O)cc12,-1,nt,-19[20 µM],-2,-13,7,-5,-10,-13[fluorescence artefact?]
# (continued)
SMILES,thrombin 1536,Cl transport mod,Furin inhibitor,Rad51 HR inh,KLK5 inh,eIF4E-4G inh,EBV gp42 inh,NCF1 inh,14-3-3 Bad inh
C/C(=N/NC(=O)CSc1ccccn1)c1ccc([N+](=O)[O-])cc1,-5,-0.15,-13,0,-12,17,-28,-7,7[fluorescence artefact?]
CCc1ccc2oc(=O)cc(CN3CCCCC3C)c2c1 (stereo not drawn),-5,-0.15,-1,2,-8,6,0,-5,38
CNC(=S)N1CCc2sccc2C1C (stereo not drawn),-4,0.35,-14,-5,-3,6,-11,1,-4
Cc1cccc(-c2nnnn2-c2cccc(C)c2)c1,-11,nt,-18,6,-1,-3,-18,-9,-7
O=C(CCC(=O)CCN1CCCCC1)CCN1CCCCC1,1,0.56,-25,-3,-9,-4,-19,9,-3
CN(c1ccccc1C(=O)Nc1ccc(F)c(Cl)c1)S(C)(=O)=O,-1,0.93,-25,0,-3,-2,-1,4,-4
N#CCSc1nnc(C2CCCCC2)n1Cc1ccccc1,-2,0.72,-20,-1,-6,-8,-5,-2,-5
CCOC(=O)C1=C(C)N(C)C(C)=C(C(=O)OCC)C1c1ccncc1,-6,nt,-16[20 µM],1,3,7,-20,0,0
CCn1cc(CNC(=O)CC2C(=O)NCCN2CC(c2ccccc2)c2ccccc2)cn1 (stereo not drawn),-6,0.59,-29,-16,nt,-2,22,10,-13
CCCCn1c(SCC(=O)Nc2cc(C)on2)nc2ccsc2c1=O,-4,0.49,-13,-7,8,3,0,-8,-11
COc1ccc(OC)c(C(=O)CSc2nnnn2C)c1,-3,-0.016,-24,-3,-1,-4,-23,0,15
O=C(NCCN1CCOCC1)c1ccc(F)cc1,-2,nt,-23[20 µM],4,2,2,-15,-11,-3
CCCSc1nc(N)c(C#N)c(-c2ccc(C)cc2)c1C#N,-6,2.3,-18[20 µM],-4,-2,1[fluorescence artefact?],-7,-7,7
CCS(=O)(=O)NCCc1cc2ccc(C)cc2[nH]c1=O,0,1.3,-16,nt,-5,7[fluorescence artefact?],-18,-1,-1
Cc1cccc[n+]1CCCCCCCCCC[n+]1ccccc1C,-16,-0.089,-25,8,0,-2,-10,-3,-6
O=C(N/N=C/c1ccc([N+](=O)[O-])o1)c1cc(-c2ccc(-c3ccccc3)cc2)nc2ccccc12,4,0.55,1,nt,nt,7,-17,-46,-13
Cn1c(C(=O)OC(C(=O)NCC2CCCO2)c2cccnc2)cc2sccc21 (stereo not drawn),-3,-0.51,-15,0,9,-1,-5,-13,-11
N#C/C(=C\c1c(Cl)cccc1Cl)c1nc2ccccc2[nH]1,-5,-0.84,-3,-3,-4,0,5,-5,-1
O=C(CCC(=O)Nc1cccc(Cl)c1)N/N=C/c1cc([N+](=O)[O-])ccc1O,3,-0.051,-16,23,-7,1,-15,-8,-23
CCCOc1ccc(/C(O)=C2/C(=O)C(=O)N(CCCn3ccnc3)C2c2ccco2)cc1 (stereo not drawn),6,nt,-3[20 µM],-7,-14,7,-19,-7,2
Cc1noc(NS(=O)(=O)c2ccc(NC(=O)C34CC5CC(C3)CC(n3cnc(Br)n3)(C5)C4)cc2)c1C,-4,-0.24,-22,5,0,3,-6,-13,-8
Cn1c(SCC(=O)N2CCN(Cc3ccccc3)CC2)nnc1-c1ccncc1,-5,-1.3,-10[20 µM],4,-9,4,-3,-12,-1
Cc1nn(C)cc1/C=N/NC(=O)c1sc2ccccc2c1Cl,0,-0.033,-7[20 µM],0,-11,-2[fluorescence artefact?],-11,-11,-6[fluorescence artefact?]
CC12CC(NC(=O)N1c1cccc(C(=O)NCc3ccc4c(c3)OCO4)c1)c1cc(Cl)ccc1O2 (stereo not drawn),2,-0.098,-13[20 µM],2,-4,0,8,-11,-1[fluorescence artefact?]
Cc1ccc2nc(C)c(C(=O)NN=C3CCN(C)CC3)n2c1,3,0.99,-38,8,-6,-5,1,-2,-16

# Record cards, as listed above. Values in the order: thrombin 1536 | Cl transport mod | Furin inhibitor | Rad51 HR inh | KLK5 inh | eIF4E-4G inh | EBV gp42 inh | NCF1 inh | 14-3-3 Bad inh
# `Cn1c(SCC(=O)N2CCN(Cc3ccccc3)CC2)nnc1-c1ccncc1` is entered as -5 | -1.3 | -10[20 µM] | 4 | -9 | 4 | -3 | -12 | -1
# `O=C(N/N=C/c1ccc([N+](=O)[O-])o1)c1cc(-c2ccc(-c3ccccc3)cc2)nc2ccccc12` is entered as 4 | 0.55 | 1 | nt | nt | 7 | -17 | -46 | -13
# `CCCSc1nc(N)c(C#N)c(-c2ccc(C)cc2)c1C#N` is entered as -6 | 2.3 | -18[20 µM] | -4 | -2 | 1[fluorescence artefact?] | -7 | -7 | 7

# (next part)
SMILES,thrombin 1536,Cl transport mod,Furin inhibitor,Rad51 HR inh,KLK5 inh,eIF4E-4G inh,EBV gp42 inh,NCF1 inh,14-3-3 Bad inh
COc1cc(-c2noc(CCCC(=O)NC3CCCCC3)n2)cc(OC)c1OC,0,nt,-2[20 µM],1,3,4,-16,1,10
CCC1=[N+](CC(=O)c2ccc(C)cc2)CCn2cccc21,-1,-0.36,-13,6,3,6,-6,-8,-12
CCOC(=O)c1ccc(Nc2nnc(C)c3ccccc23)cc1,-3,-3.1,-8,3,1,1,-12,-12,3
COc1ccc(S(=O)(=O)N2CCC3(CC2)OCCO3)cc1,7,-0.39,-23,9,-6,5,-13,-7,-10
C=CCNC(=O)CN1C2CCCC1CC(NC(=O)c1ccccc1C)C2 (stereo not drawn),-3,0.54,-15,1,12,0,-9,-15,-5
O=C(O)c1cc(-c2ccc(Cl)cc2)n(-c2ccc(Cl)cc2)n1,-3,-2.5,-37,2,-2,0,-22,5,7
CC(=O)c1ccc(NC(=O)c2cc(CC(C)C)on2)cc1,1,0.44,-19,1,-2,5,-14,-3,8[fluorescence artefact?]
Cn1ccnc1SCC(=O)Nc1ccc2c(c1)OCO2,-3,-0.76,4,nt,3,3,-4,4,-2
COc1ccc(S(=O)(=O)N2CCOCC2)cc1C(C)C,-1,-0.39,-22[20 µM],1,1,-4,-25,-6,18
CC(=O)c1cccc(NS(=O)(=O)c2c(C)noc2C)c1,-2,nt,-25,nt,-5,1,-8,-2,10
Cc1cccc(-n2ncc3c(NCc4ccccc4)ncnc32)c1,3,0.46,-25,-6,-3,-2,-7,-10,5
CCN(CC)S(=O)(=O)c1ccc(N/N=C/c2cccnc2)nc1,0,-0.028,3,-32,6,1,-26,-6,3
CCn1cnc2sc(C(=O)Nc3ccc4c(c3)OCO4)c(C)c2c1=O,3,-0.53,-26[20 µM],4,-5,-1,-18,-15,-2
CC1CCCCN1C(=O)CNCC1CCCO1 (stereo not drawn),19,1.3,-29,15,-7,-2,-10,-1,25
COc1ccc(NC(=O)CS(=O)CC(=O)NC2CCCc3ccccc32)cc1 (stereo not drawn),0,nt,-17,2,-6,0,-25,-6,4[fluorescence artefact?]
COc1ccc(NC(=O)NC23CC4(C)CC(C)(CC(C)(C4)C2)C3)cc1OC,1,-0.011,-23,-4,0,-6,-20,-9,10[fluorescence artefact?]
O=C(Nc1nccs1)Oc1ccccc1,-2,-0.27,-16,-7,0,-10,-13,-9,-2
Nn1cnnc1SCC(=O)N(C1CCCCC1)C1CCCCC1,-10,-1.2,-31,-5,8,1,-27,-6,-13
COc1cc(S(=O)(=O)N2CCN(c3ccc(F)cc3)CC2)ccc1Cl,-1,0.76,-17,-4,15,-7,11,-8,2
CC(NC(=O)C1CCCC1)C1CC2CCC1C2 (stereo not drawn),1,-0.037,-22,nt,-7,0,1,0,-6
CC(C)Sc1nnc(NC(=O)CCc2ccccc2)s1,-7,0.095,-15,4,-5,3,4,4,-12
COCc1cc(C)nc(SCC(=O)Nc2cccc3cccnc23)c1C#N,-2,0.71,-29,-1,-18,3,-11,-11,4
